# Screening results (PubChem BioAssay)
# CHRM4 PAM: CHRM4 positive allosteric modulation | AID 624126 | activation, % at 3 µM | CHO-K1 hM4/Gqi5, Fluo-8 calcium fluorescence, ACh EC20; 0% = ACh EC20, 100% = maximal ACh | 360,000 compounds, 0.4% hits;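 active means activation above its plate's cutoff, the mean activation of sample wells plus 3 SD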; further: some results filed as inactive read as strong as hits
# CHRM4 antagonist: blocks acetylcholine activation of human M4 receptor. P08173. 360,000 compounds, 0.73% hits. inhibition, % at 3 µM. AID 624125. CHO-hM4 cells, ACh EC80, Fluo-8 calcium fluorescence;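 active means inhibition above its plate's cutoff, the mean inhibition of sample wells plus 3 SD, cut at about 27% in these data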;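 further: 0% = acetylcholine EC80 with DMSO and 100% = DMSO without agonist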
# M5 PAM: CHRM5 positive allosteric modulation | P08912 | activation, % at 3 µM | 360,000 compounds, 0.3% hits | AID 624038 | CHO-K1 hM5, Fluo-8 calcium, ACh EC20 PAM; 0% = ACh EC20, 100% = ACh EC100;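 active means activation above the run cutoff, the mean activation of all test compounds plus 3 SD, cut at about 18% in these data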
# Target sequence (P08912 whole entry, looked up): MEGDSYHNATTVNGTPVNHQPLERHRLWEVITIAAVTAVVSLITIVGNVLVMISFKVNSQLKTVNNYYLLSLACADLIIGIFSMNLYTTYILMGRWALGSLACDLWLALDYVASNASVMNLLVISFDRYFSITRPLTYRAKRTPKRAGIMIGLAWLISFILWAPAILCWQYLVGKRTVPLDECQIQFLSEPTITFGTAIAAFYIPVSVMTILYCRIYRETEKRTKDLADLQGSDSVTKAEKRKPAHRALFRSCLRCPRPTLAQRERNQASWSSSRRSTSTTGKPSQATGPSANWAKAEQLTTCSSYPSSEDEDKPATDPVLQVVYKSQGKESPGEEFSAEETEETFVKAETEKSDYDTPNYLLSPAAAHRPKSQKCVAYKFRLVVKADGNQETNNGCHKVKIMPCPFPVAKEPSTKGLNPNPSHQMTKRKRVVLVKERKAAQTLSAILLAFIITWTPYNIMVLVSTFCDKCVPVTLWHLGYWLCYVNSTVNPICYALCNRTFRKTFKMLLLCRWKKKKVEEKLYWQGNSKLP
#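 System: CHO-K1 hM5 cells. Reagent: acetylcholine, EC20 level. Compound dosing: single dose, 3 µM nominal final test concentration. Timing: Post-acetylcholine fluorescence recording 140 s. Detection: Fluo-8 calcium fluorescence. Read-out: % activation, ACh-normalized. Benchmarks: ACh EC20 and EC100 wells. Repeats: singlicate, one well per test compound.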
# M1 PAM: human CHRM1 positive allosteric modulation; 360,000 compounds, 0.088% hits; P11229; CHO-K1 hM1, Fluo-8 calcium fluorescence, ACh EC20; 0% = ACh EC20, 100% = maximal ACh; activation, % at 3 µM; AID 588819; in the data active means activation above about 19%, passing the limit was not always enough
# Target sequence (P11229 whole entry, looked up): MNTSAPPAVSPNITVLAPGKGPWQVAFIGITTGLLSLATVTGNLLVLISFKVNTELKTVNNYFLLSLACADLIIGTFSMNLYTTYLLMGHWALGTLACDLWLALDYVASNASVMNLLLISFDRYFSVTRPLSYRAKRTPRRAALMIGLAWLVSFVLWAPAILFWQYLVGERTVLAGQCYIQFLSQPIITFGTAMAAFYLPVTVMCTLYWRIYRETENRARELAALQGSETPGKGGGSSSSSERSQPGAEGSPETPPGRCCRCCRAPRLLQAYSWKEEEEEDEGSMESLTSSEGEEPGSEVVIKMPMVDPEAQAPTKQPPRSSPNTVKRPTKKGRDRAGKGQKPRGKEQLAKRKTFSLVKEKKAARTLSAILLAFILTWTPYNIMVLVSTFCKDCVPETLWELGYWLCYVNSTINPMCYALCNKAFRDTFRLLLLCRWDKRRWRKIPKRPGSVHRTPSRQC
# M4 ag: agonists of human muscarinic M4 receptor (CHRM4) | P08173 | 360,000 compounds, 0.14% hits | CHO-K1 hM4/Gqi5, Fluo-8 calcium fluorescence; vehicle 0%, full acetylcholine response 100% | activation, % at 3 µM;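 active means activation above the run mean over all test wells plus 3 SD, cut at about 32% in these data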;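 further: peak over basal fluorescence ratio per well then scaled between controls; 0% = DMSO wells and 100% = acetylcholine at EC100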
# CHRM5 agonist: agonists of human muscarinic M5 receptor (CHRM5); P08912; CHO-K1 hM5 cells, Fluo-8 calcium fluorescence; 0% DMSO wells, 100% maximal acetylcholine response; activation, % at 3 µM; 360,000 compounds, 0.19% hits;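 active means activation above the run's mean over test compounds plus 3 SD, cut at about 23% in these data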;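 further: signal is peak over basal fluorescence ratio across the kinetic read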
# CHRM5 antagonist: blocks acetylcholine activation of human M5 receptor | P08912 | CHO-hM5 cells, Fluo-8 calcium fluorescence, ACh EC80 | inhibition, % at 3 µM | 360,000 compounds, 0.59% hits;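 active means inhibition above a per-plate cutoff, the mean of that plate's test compounds plus 3 SD, cut at about 27% in these data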;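 further: 0% = acetylcholine EC80 with DMSO and 100% = DMSO without agonist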
# CRFBP-R2 block: blocks CRF-induced signaling of the CRF-BP/CRF-R2 complex; HEK293 CRF-R2/CRF-BP, CRF-induced calcium fluorescence; inhibition, % at 11.8 µM; 350,000 compounds, 0.59% hits; AID 588475;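 active means inhibition of the ligand-induced calcium signal above about 50% at the single tested concentration, limit read from the data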
# CRFR2-BP ag: CRF-BP/CRF-R2 complex agonism | HEK293 CRF-R2/CRF-BP, calcium dye fluorescence (FLIPR); percent of saturating CRF peptide response | activation, % at 13.2 µM | 350,000 compounds, 0.46% hits | AID 588473;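 active means activation of at least 50%, plus an integration ratio under a set limit after plate pattern correction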;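 further: plate controls were neutral control wells without compound for no effect and CRF at EC100 for full effect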
# Starred values were filed as active, the others as inactive; x = no result given.
SMILES,CHRM4 PAM,CHRM4 antagonist,M5 PAM,M1 PAM,M4 ag,CHRM5 agonist,CHRM5 antagonist,CRFBP-R2 block,CRFR2-BP ag
CC(C)C[C@H](NC(=O)OC(C)(C)C)C(=O)N/N=C/c1ccc2nccnc2c1,8.5,3.5,-1.1,14.5,0.0,-2.8,5.8,9.8,0.2
O=C(N/N=C/c1ccc(OC(F)F)cc1)c1cc[n+]([O-])cc1,-9.8,-7.3,10.3,10.7,1.4,0.0,1.4,5.6,-1.5
Cc1ccc(-c2ccc(=O)n(CC(=O)NCCCN3CCCCC3C)n2)cc1 (stereo not given),8.5,11.1,-0.5,-6.3,0.1,-4.7,3.7,5.2,-0.5
CCOc1ccc(/C=N/NC(=O)C(=O)N2CCCCCC2)c2ccccc12,14.8,-6.6,-7.5,7.1,4.3,-6.3,8.5,-21.3,-0.8
COc1ccc(NCc2nc3ccccc3n2C)cc1,-1.2,-3.0,-8.3,4.5,1.2,-6.8,2.9,8.7,-0.2
CC(NC(=O)Cn1cnc2c1c(=O)n(C)c(=O)n2C)c1ccccc1 (stereo not given),6.3,8.1,-5.0,-6.5,1.1,1.1,3.9,8.0,-1.7
CC(=O)c1ccc(NC(=O)C2CC(=O)N(C(C)C)C2)cc1 (stereo not given),0.8,-9.2,1.5,3.1,1.4,0.9,4.0,-0.6,0.2
Cc1cccc(C(=O)N(Cc2cccs2)C2CCS(=O)(=O)C2)c1 (stereo not given),-1.3,-5.7,-4.5,-2.6,0.4,-3.9,9.6,-0.8,-1.0
CCc1ccc(C2c3[nH]c4ccccc4c3CCN2C(=O)c2cc(C)nn2C)cc1 (stereo not given),1.8,7.8,7.6,10.8,0.6,-1.3,-4.5,-36.4,0.2
CCc1nc2ccccc2c(C(=O)OCc2nnc(-c3ccccc3)o2)c1C,-11.5,-2.7,-2.6,2.6,2.8,-4.6,-3.5,5.5,-1.3
O=C(NCCN1CCN(Cc2ccccc2)CC1)Nc1cc(Cl)cc(Cl)c1,-53.0,43.5*,-28.1,-13.1,44.9*,12.6,21.5,-3.3,0.5
CCOc1ccc(NC(=O)CSc2nnc(-c3ccccn3)n2N)cc1,21.7,7.7,5.6,5.5,0.1,1.7,-3.5,-9.4,-0.8

# Profiles, quoted from the list. Order of screens: CHRM4 PAM | CHRM4 antagonist | M5 PAM | M1 PAM | M4 ag | CHRM5 agonist | CHRM5 antagonist | CRFBP-R2 block | CRFR2-BP ag
# `CC(=O)c1ccc(NC(=O)C2CC(=O)N(C(C)C)C2)cc1` (stereo not given) is listed with 0.8 | -9.2 | 1.5 | 3.1 | 1.4 | 0.9 | 4.0 | -0.6 | 0.2
# `CC(C)C[C@H](NC(=O)OC(C)(C)C)C(=O)N/N=C/c1ccc2nccnc2c1` is listed with 8.5 | 3.5 | -1.1 | 14.5 | 0.0 | -2.8 | 5.8 | 9.8 | 0.2
# `CCc1nc2ccccc2c(C(=O)OCc2nnc(-c3ccccc3)o2)c1C` is listed with -11.5 | -2.7 | -2.6 | 2.6 | 2.8 | -4.6 | -3.5 | 5.5 | -1.3
# `CCc1ccc(C2c3[nH]c4ccccc4c3CCN2C(=O)c2cc(C)nn2C)cc1` (stereo not given) is listed with 1.8 | 7.8 | 7.6 | 10.8 | 0.6 | -1.3 | -4.5 | -36.4 | 0.2
# `Cc1cccc(C(=O)N(Cc2cccs2)C2CCS(=O)(=O)C2)c1` (stereo not given) is listed with -1.3 | -5.7 | -4.5 | -2.6 | 0.4 | -3.9 | 9.6 | -0.8 | -1.0

# Next compounds follow.
SMILES,CHRM4 PAM,CHRM4 antagonist,M5 PAM,M1 PAM,M4 ag,CHRM5 agonist,CHRM5 antagonist,CRFBP-R2 block,CRFR2-BP ag
CN(C)C(=O)c1ccc(COc2ccccc2Br)o1,6.8,1.0,-4.8,1.3,-0.5,-3.7,5.5,4.3,-2.3
CCOC(=O)c1c(NC(=O)COC(=O)CNC(=O)c2ccco2)sc(C)c1C,7.3,8.2,-4.3,1.6,-0.9,-1.1,11.4,15.2,-1.1
CSc1nnc(Cn2c(=O)sc3ccccc32)n1-c1cccc(Cl)c1,2.0,-7.8,-1.9,5.8,1.3,3.2,4.2,-16.4,-0.4
Nc1cc(=O)[nH]c(SCC(=O)Nc2ncc(C(F)(F)F)cc2Cl)n1,5.0,0.9,-2.5,9.2,0.2,-2.9,8.3,-6.3,1.4
CNC(=O)c1[nH]cnc1C(=O)N[C@@H](C)C(=O)OC(C)(C)C,-1.1,-1.0,7.8,2.8,0.1,-1.4,8.6,-0.5,1.6
O=C(N/N=C/c1ccc([N+](=O)[O-])o1)c1cc2c(ccc3ccccc32)o1,0.6,-0.3,0.5,10.0,1.1,-1.3,4.5,18.5,-2.5
CC(C)C1Cc2c(sc(NC(=S)NC(=O)c3ccccc3)c2C#N)CO1 (stereo not given),2.0,-15.3,2.5,-7.4,0.8,1.3,-12.3,-48.7,1.4
CCOC(=O)NC1(C(F)(F)F)C(=O)NC(C)=C1C(=O)OC (stereo not given),-0.5,-5.2,11.5,10.4,-0.4,-0.6,-5.8,11.0,-1.1
Cc1ccc(-c2nnn(CCC(=O)Nc3ccc4c(c3)OCO4)n2)cc1,10.3,-15.3,-2.6,-4.6,4.2,0.2,-10.3,4.9,-4.1
Cc1ccc(Nc2nnc(SC3CCOC3=O)s2)c(C)c1 (stereo not given),-2.2,11.6,-13.0,3.9,-0.4,-6.5,10.6,12.1,-0.1
O=C(Nc1cccc([N+](=O)[O-])c1)c1ccc2ccccc2c1O,0.0,-6.2,-0.6,12.1,2.5,0.6,-0.2,33.3,26.0
COc1cc(OC)c(C(=O)OCCCOC(=O)c2cc(OC)c(OC)cc2OC)cc1OC,-5.8,6.5,-6.4,0.3,2.2,-1.6,10.2,0.8,0.4
CCOc1ccccc1NC(=O)c1nnn(-c2ccc3c(c2)OCCO3)c1N,-4.3,-8.1,-0.9,-4.9,5.4,-2.5,8.0,-14.4,3.0
CCN(CC)S(=O)(=O)c1cc(C(=O)Nc2cccnc2)ccc1Cl,-9.9,12.4,-2.6,-5.3,1.4,1.6,-1.2,-5.8,-4.4
CC1Cc2ccccc2N1C(=O)c1cc2sccc2n1Cc1ccccc1 (stereo not given),0.6,-12.7,-6.1,7.8,-1.5,-9.2,-6.0,14.1,-1.0
N#C/C(=C/c1ccc(OCc2ccccc2)cc1)C(=O)NC1CCCCC1,-0.8,1.8,-2.8,11.1,-0.2,0.1,0.7,-41.1,-0.6
CN(CC(=O)NCCCc1ccccc1)Cc1ccc(Br)cc1,0.0,-25.8,-0.6,2.4,-0.2,-8.2,-5.5,-2.0,-6.3
COc1cc(CN2CCC(C(=O)NC(c3ccc(F)cc3)c3ccc4ccccc4n3)CC2)cc(OC)c1 (stereo not given),-5.5,-1.6,-7.3,-4.2,6.8,-0.8,9.7,x,x
Nc1c(N(CCO)C(=O)/C=C/c2ccco2)c(=O)[nH]c(=O)n1Cc1ccccc1,-2.3,0.5,-6.0,8.1,0.6,-1.5,-3.0,12.2,0.2
C/C(=N\NC(=O)C(O)c1ccccc1)c1ccc(C)s1 (stereo not given),6.1,4.3,4.6,5.2,0.8,3.8,8.5,-5.8,-3.7
Cc1ccc2nc(SCC(=O)Nc3nonc3N)[nH]c2c1,11.7,-6.3,3.4,-1.2,1.6,-0.2,-9.0,-0.3,0.0
CC(=O)Nc1nc(SCC(=O)NCc2ccc(F)cc2)[nH]c(=O)c1NC(=O)c1cccs1,15.6,-9.3,-4.1,13.8,1.4,-2.3,7.0,5.6,-0.7
O=C(c1cccc(Cl)c1)N1CCN(Cc2ccncc2)CC1,-9.9,10.5,-1.9,-1.1,-0.3,-0.3,1.7,13.5,0.5
COCC(=O)N1CCC(Oc2ccc(C(=O)NCc3cc(C(C)C)no3)cc2)CC1,14.1,-8.2,12.6,8.9,1.2,-5.5,-12.1,8.7,-1.1
O=C(O)CSc1nnc(COc2ccc([N+](=O)[O-])cc2)n1-c1ccccc1,5.6,-4.4,4.7,7.1,2.7,1.6,4.4,-2.6,4.5
CCOC(=O)C1=CCN(S(=O)(=O)c2ccccc2Cl)C1c1cccc(Br)c1 (stereo not given),-13.7,5.7,-10.0,-9.2,-2.2,-3.4,3.2,x,x
O=C(COC(=O)c1ccc[n+]([O-])c1)Nc1ccc([N+](=O)[O-])cc1Cl,4.2,-1.4,2.7,0.0,2.4,3.6,1.1,43.5,-0.3
Clc1nn2cnnc2c2ccccc12,12.9,0.5,2.3,8.6,1.7,-2.0,8.3,8.7,0.9
CCN(CC)S(=O)(=O)c1ccc2c(c1)c(=O)c(C(=O)NCc1cccs1)cn2C,1.1,1.9,-0.4,-1.3,1.6,-5.0,-1.4,-9.1,-0.1
O=C(NCc1cccc(C(F)(F)F)c1)c1ccc2sc([C@@H]3O[C@H](CO)[C@@H](O)[C@H]3O)nc2c1,-4.1,-0.3,0.9,-0.9,0.9,1.8,3.3,x,x
O=S1(=O)CC(N2CCCCC2)CN1Cc1cn(Cc2cccc(Cl)c2)nn1 (stereo not given),-5.7,8.8,4.0,x,1.3,0.6,-7.8,x,x
CC(=O)Nc1ccc(S(=O)(=O)NCc2cc(=O)n(C)c(=O)n2C)cc1,-5.8,9.4,-4.0,-2.2,0.8,-3.6,4.8,-5.3,-1.0
COc1ccc(C(=O)NC(C)C2CC3CCC2C3)cc1 (stereo not given),-5.4,1.4,-4.9,0.8,-0.5,-1.3,7.0,3.0,-1.5
CCc1cccc(OCC(=O)Nc2ccc(S(=O)(=O)Nc3ccccn3)cc2)c1,-0.1,-16.9,1.8,-2.5,6.3,0.6,-4.4,-23.0,-2.4
Cc1cccc(NC(=O)C2CCN(C(=O)NCc3ccccc3)CC2)c1C,2.2,-12.1,2.9,11.9,2.1,-3.3,6.6,-6.0,1.1
Cc1ccc(OS(=O)(=O)c2ccc(N3C(=O)CCC3=O)cc2)cc1,-7.6,7.0,-3.0,-3.1,5.1,1.1,12.1,20.5,1.4
O=S1(=O)CC(O)C(Nc2ccc(Cl)cc2)C1 (stereo not given),1.6,0.8,-2.7,13.5,0.9,1.4,-7.5,13.5,-1.8
Cc1ccc(C(=O)Nc2ncccc2C)cc1S(=O)(=O)N1CCOCC1,2.2,6.8,-1.6,8.6,0.7,2.1,-2.0,-0.5,-0.5
COc1cccc(NC(=O)CN(C)CC(=O)Nc2ccc(C)cc2Cl)c1,-11.3,-3.7,-5.7,-1.8,16.8,0.8,14.2,0.7,-0.4
CCCCN(C(=O)C1CCCC1)C1CCS(=O)(=O)C1 (stereo not given),6.8,-18.7,7.4,16.9,0.1,-1.1,9.1,5.1,-0.2
Cc1ccc(-c2csc(NC(=O)c3ccc([N+](=O)[O-])o3)n2)cc1,15.9,-18.8,2.5,7.1,2.1,-0.8,-6.5,33.8,-1.8
O=C1C2C3C=CC(C4CC34)C2C(=O)N1c1cccc2ccccc12 (stereo not given),-0.2,-1.5,-2.5,6.4,1.6,10.3,3.4,-25.6,2.5

# 2 entries from above in a different format:
# The line under a structure holds: CHRM4 PAM, CHRM4 antagonist, M5 PAM, M1 PAM, M4 ag, CHRM5 agonist, CHRM5 antagonist, CRFBP-R2 block, CRFR2-BP ag
- O=S1(=O)CC(O)C(Nc2ccc(Cl)cc2)C1 (stereo not given)
    1.6, 0.8, -2.7, 13.5, 0.9, 1.4, -7.5, 13.5, -1.8
- Cc1ccc(C(=O)Nc2ncccc2C)cc1S(=O)(=O)N1CCOCC1
    2.2, 6.8, -1.6, 8.6, 0.7, 2.1, -2.0, -0.5, -0.5
